Mm-Cpn inhibitor: inhibitors of Methanococcus maripaludis chaperonin (MmCpn); purified Mm-Cpn ATPase, ADP Transcreener TR-FRET; Potency, µM (series often up to 76.9 µM), for the others: at the top dose activity, negative = inhibition, actives largely listed as inhibitors; hit rate 0.031% among 330,000; also: potency is read from the fitted curve at half-maximal effect; % is scaled to controls: 0 for no effect and ±100 for the full control effect; nearly all actives have a fitted effect of over 80% in size
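Quantitative HTS used 25 nM Mm-CPN and 10 uM ATP in magnesium/KCl Tris buffer, pH 7.4, with 1 mM DTT. Hydrolysis ran 30 min at 37°C; ADP was read by HTRF.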
pAkt inh: blocks phosphorylation of Akt | hit rate 0.32% among 360,000 | Neuro2A IGF-stimulated pAkt S473 HTRF, 20 min; active compounds read low | activity change, % for hits at 50 µM; in the data active = activity change below about -80%; inconclusive = mostly about -51% to -80%; also: % is scaled to controls: 0 for no effect and ±100 for the full control effect
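Neuro2A cells (4,500/well, DMEM with 0.5% FBS) were treated with compound at a single 50 µM final concentration, stimulated with 6 nM IGF for 20 min at 37 °C, and lysed. Phospho-Akt Ser473 was read by HTRF as 665/615 ratio ×10^4.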
A549 tox: kills or reduces viability of A549 cells in Nrf2 counter-screen. AID 504648. hit rate 0.16% among 390,000. Potency, µM (doses to about 46 µM), without a hit: at the top dose activity change, negative = cytotoxicity, actives largely listed as inhibitors. A549 ARE-Fluc cells, CellTiter-Fluor viability, 18-24 h; also: potency is read from the fitted curve at half-maximal effect; % is scaled to controls: 0 for no effect and ±100 for the full control effect
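A549 ARE_Fluc cells in 5% FBS OPTI-MEM were exposed to compounds in concentration-response for 18-24 h at 37 deg C. Viability was read by CellTiter-Fluor fluorescence (Ex 405/Em 525) after 30 min, before the luciferase read.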
CCT modulator: cytosolic chaperonin activity modulation; purified chaperonin ATPase assay, HTRF ADP detection, 30 min; activity change, % (test concentration not listed), hits read low; hit rate 0.3% among 360,000; AID 651819; in the data active = activity change below about -30%; also: % is scaled to controls: 0 for no effect and ±100 for the full control effect
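TRiC (40 or 20 nM final, by batch activity) in 30 mM Tris pH 7.4, 100 mM KCl, 5 mM MgCl2, 1 mM DTT was treated with compound at 76 uM single dose, then 10 uM ATP, 30 min at 37 °C. ADP was read by HTRF Transcreener.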
Nrf2 ARE act: activates Nrf2 signaling | AREc32 ARE-luciferase reporter (MCF7-derived line), luminescence, 24 h | Potency, µM (titrated, usually from 46.1 µM), for inactives: at the top dose activation, actives largely listed as activators | hit rate 0.31% among 410,000 | AID 624171; also: potency is read from the fitted curve at half-maximal effect; % of control where 0% means no effect; nearly all actives have a fitted effect of over 65% in size
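ARE-driven firefly luciferase activity in AREc32 cells measured after a 24 hr compound exposure at 37 deg C, using Steady-Glo reagent and a 30 min room-temperature hold.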
ATXN viability: viability counter-screen for ATXN expression inhibitors; S2 cells (HEK-293 line with an ATXN2-luciferase reporter) viability, CellTiter-Fluor protease fluorescence, 24 h; Potency, µM (series often up to 56.7 µM), most hits filed as cytotoxic; hit rate 0.49% among 400,000; AID 651635; also: potency is read from the fitted curve at half-maximal effect; nearly all actives have a fitted effect of over 40% in size
HepG2 viability: kills HepG2 cells in TGF-b inhibitor counter-screen. HepG2 CAGA-GFP viability, ATP luminescence, 18 h. Potency, µM (highest dose often 46.1 µM), for inactives: top-dose activity change, negative = cytotoxicity, most hits filed as cytotoxic. AID 588856. hit rate 0.76% among 410,000; also: potency is read from the fitted curve at half-maximal effect; some results filed as inactive show a strong effect at the top dose
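CellTiter-Glo luminescence gave cytotoxicity after 18 hours at 37 degrees C. The cells were HepG2 CAGA-GFP in 1% FBS DMEM, stimulated with 500 pg/mL TGF-beta after compound addition. %Activity was normalised to no-cell wells (complete cell-killing) and DMSO (no toxicity), and curves were fitted and classified.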
Nrf2 inh: blocks Nrf2 signaling; A549 ARE-Fluc reporter, luciferase luminescence, 18-24 h; Potency, µM (doses to about 46 µM), for the others: top-dose activity change, negative = inhibition, most hits filed as inhibitors; hit rate 2.1% among 360,000; also: potency is read from the fitted curve at half-maximal effect; % is scaled to controls: 0 for no effect and ±100 for the full control effect; nearly all actives have a fitted effect of over 60% in size
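Cells were seeded and rested 2 h, then exposed to compounds for 18-24 h. CellTiter-Fluor was read first as a viability measure. BugLite was added 15 min before the final luminescent read of ARE-luciferase activity in A549 cells.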
TGFb inhibitor: TGF-b pathway inhibition; HepG2 CAGA-GFP TGF-b/SMAD3 reporter, GFP fluorescence, 18 h; TGF-beta stimulated, 500 pg/mL final; Potency, µM (highest dose often 46.1 µM), for inactives: top-dose activity, negative = inhibition, actives largely listed as inhibitors; hit rate 1.2% among 410,000; AID 588855; also: potency is read from the fitted curve at half-maximal effect; % is scaled to controls: 0 for no effect and ±100 for the full control effect; nearly all actives have a fitted effect of over 65% in size
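Inhibition of TGF-beta-driven CAGA-GFP reporter expression in HEPG2 cells is measured by cellular GFP fluorescence after 18 h stimulation with 500 pg/mL recombinant TGF-beta in 1% FBS medium at 37 degrees C.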
* = called active by the depositor; i = inactive; u = inconclusive; x = not tested or not shown; & = joins results of further samples; [ ] = dose if it differs, or a comment. Unless noted, calls follow the shape of the dose curve; as a rule, active = well fitted curve in the direction sought with a large enough effect; inconclusive = small, poorly fitted or top-dose-only effect, or another doubt; inactive = no such curve, though single readings can be large; an effect the other way counts as inactive or inconclusive.

SMILES	Mm-Cpn inhibitor	pAkt inh	A549 tox	CCT modulator	Nrf2 ARE act	ATXN viability	HepG2 viability	Nrf2 inh	TGFb inhibitor
C#CCN(C[C@@H]1[C@@H](OC(=O)NCc2ccco2)[C@@H](OC(=O)NCc2ccco2)Cn2c(=O)n(CCCCCC)c(=O)n21)S(=O)(=O)c1ccc(C)cc1	x	i	x	-3.5	6.7%	i	-11.2%	x	u
Cc1ccc(-n2nc3c(=O)n(CCCC(=O)NCCc4ccccc4)nc(C)c3c2C)cc1	-1.8%	i	15.7%&8.0%	-4.2	0.1%&1.1%	i	-5.2%&2.1%	u	-5.2%&-15.1%
CCNC(=S)NN=C1CCC(C(C)(C)C)CC1 (stereo unspecified)	3.0%	i	9.9%	1.3	0.2%	i	-7.7%	u	-26.3%
CCn1c(SCC(=O)N/N=C/c2ccccc2OCC(=O)O)nnc1-c1ccccc1	-1.2%	i	0.8%	-3.2	0.1%	i	11.3%	2.4%	-1.5%
COc1ccc(CNC(=O)CSc2nnnn2-c2ccc(O)cc2)cc1	0.4%	i	-1.0%	-1.2	-0.5%	i	-27.7%	-15.9%	16.1%
COc1ccc(S(=O)(=O)N[C@@H](CSCc2ccccc2)C(=O)O)cc1	1.0%	i	-11.0%	0.0	-0.7%	i	3.4%	0.5%	-17.2%
CCOC(=O)N1CCC(NC(=O)CS(=O)(=O)Cc2nc(-c3cccc(Cl)c3)oc2C)CC1	-1.8%	i	4.9%	-1.7	-0.1%	i	5.7%	-14.9%	-6.3%
Cc1ccc(CNC(=O)c2ccccc2CCc2ccccc2)cc1	-0.4%	i	2.4%	-0.5	-0.2%	i	-3.0%	-27.5%	-6.4%
COc1ccccc1C(=O)NC(=S)Nc1ccc2[nH]c(=O)[nH]c2c1	-1.9%	i	-18.2%	-0.1	0.0%	i	-20.3%	-18.9%	-1.0%
Cc1cc2[nH]c(=O)c(=O)[nH]c2cc1S(=O)(=O)N1CCN(c2ccccc2F)CC1	1.4%	i	-0.3%&9.9%	0.5	-0.5%&0.7%	u	0.2%&3.4%	u	5.6%&-1.7%
CC1CCC(NC(=O)CN2C(=O)NC(C)(C)C2=O)CC1 (stereo unspecified)	-1.4%	i	2.2%	1.5	-0.2%	i	-1.1%	8.5%	-5.9%
CC1=CC(=C2N=C(c3ccccc3)OC2=O)C=C(C)O1	-0.8%	i	-1.5%	-0.4	8.5%	i	5.4%	u	-12.5%
CC(C)(C)c1ccc(OCCC(=O)Nc2cccc(S(=O)(=O)NC3=NCCCCC3)c2)cc1	-1.2%	i	u	1.1	0.3%	i	-10.9%	18.4µM*	u
S=C(NNc1cccc(Cl)c1)NC1CCCCC1	-4.9%	i	10.3%	0.8	u	i	8.1%	-2.8%	u
Cc1ccc(NC(=O)C2OCCc3ccccc32)cc1 (stereo unspecified)	-1.0%	i	3.6%	1.1	2.1%	i	11.5%	u	3.4%
O=C1COc2ccc(C(=O)COC(=O)CCSc3ccccc3)cc2N1	-0.5%	i	0.6%	2.8	2.3%	i	0.5%	15.5%	-0.7%
CN(CC(=O)N1CCOCC1)S(=O)(=O)c1cc(Cl)ccc1Cl	0.3%	i	2.5%	-0.4	1.8%	i	-24.8%	-4.0%	0.0%
CC(C)C[C@H]1CN(CCCC[C@H]2CNC(=O)C(=O)N2CCc2ccccc2)C(=O)C(=O)N1CCc1ccccc1	x	i	x	-1.7	-1.6%	i	x	x	x
CCOC(=O)C1CCC(=O)N1Cc1c[nH]c2ccccc12 (stereo unspecified)	x	i	x	-1.7	0.3%	i	-1.0%	x	-3.9%
O=C(O)CCCC(=O)Nc1ccccc1-n1ccnc1	1.5%	i	-7.2%	0.1	-1.3%	i	-4.2%	-16.0%	6.7%
CCCCCCN1C[C@H](n2cc(-c3ccc(F)cc3)nn2)[C@@H](O)C[C@@H]1c1ccc(Cl)cc1	x	i	x	-0.9	-3.9%	x	11.2µM*	x	7.08µM*
Cc1cc(OCc2nn[nH]n2)c2c(C)c(CC(=O)O)c(=O)oc2c1	-3.3%	i	-1.5%	0.8	-0.5%	i	-14.3%	10.1%	5.4%
CN1CCN(C(=O)C2=C[C@@H](c3ccccc3)C[C@@H](OCc3ccc(CO)cc3)O2)CC1	x	i	5.5%	0.1	2.7%	i	-49.8%	4.3%	-10.3%
Cc1cc(OC(C)C(=O)NCc2ccncc2)c2c(C)cc(=O)oc2c1 (stereo unspecified)	-1.8%	i	10.0%	0.3	-0.2%	i	2.9%	0.6%	-1.0%
COc1ccc(CCn2c(-c3ccc(F)cc3)nc3c(c(=O)c4ccccc4n3C)c2=O)cc1OC	-0.3%	i	-8.3%	-5.9	0.0%	i	-9.0%	3.8%	12.4%
COc1cc(C(=O)NNC(=O)c2ccc(F)cc2)ccc1OCC(=O)N1CCOCC1	-0.2%	i	7.4%	-4.0	0.3%	i	-11.8%	15.3%	32.4%[activator]
CCOC(=O)c1c(C)[nH]c(C)c1S(=O)(=O)NCc1ccccc1C	4.8%	i	-2.3%	3.1	-0.5%	i	1.0%	14.8%	18.2%
CSc1nc2ccc(NC(=O)c3ccc(Cl)s3)cc2s1	0.2%	i	-4.0%	0.0	0.1%	i	-37.0%	u	-27.0%
COc1ccccc1N1CCN(C(=O)c2cc3c(=O)oc4ccc(C)cc4c3s2)CC1	x	x	4.3%	x	0.3%	i	-1.2%	7.7%	9.2%
CCCCN(C(=O)c1cc(Cl)nc2ccccc12)c1c(N)n(CCCC)c(=O)[nH]c1=O	1.7%	i	0.4%	0.3	-0.2%	i	-26.8%	-10.0%	2.8%
CCOC(=O)c1ccc(-n2ccnc2)c(NC(=O)c2ccc(Cl)cc2)c1	-0.7%	i	0.2%	5.2	-0.1%	i	6.5%	-4.8%	u
Cc1ccc2cc(CCNC(=O)c3ccc4c(c3)OCO4)c(=O)[nH]c2c1	-2.8%	i	-6.4%	-2.5	0.1%	u	5.5%	u	-0.6%
COc1ccc(Cc2nnc(Nc3ccc(Cl)cc3)[nH]c2=O)cc1	0.7%	i	-7.9%	-1.5	-0.3%	i	-20.6%	3.3%	u
Cc1cc(=O)n(CCc2ccccc2)c(O)c1C#N	-2.1%	i	-7.7%	-2.2	-0.2%	i	2.0%	-0.6%	8.8%
O=C(NCCN1CCOCC1)C(=O)NCC1OCCCN1S(=O)(=O)c1cc(F)ccc1F (stereo unspecified)	-7.7%	i	-0.7%	-5.7	-0.7%	i	-6.3%	0.8%	-2.9%
Cc1ccnc(NC(=O)c2ccc(N3C(=O)CCC3=O)cc2)c1	-0.2%	i	-8.8%	-1.2	0.2%	i	-45.4%	u	-13.0%
Cc1cc(C)c2oc(C(=O)N(Cc3ccccc3)c3ccccn3)cc(=O)c2c1	0.0%	i	-1.0%	1.3	-0.7%	i	-4.2%	u	4.8%
Cc1cc2n(c(=O)c1C#N)CCCN2c1cccc(Cl)c1	-1.5%	i	u	0.1	-0.7%	i	1.4%	u	22.7%
COc1cccc(CNC(=O)CSc2ncc(S(=O)(=O)c3ccc(Br)cc3)c(=O)[nH]2)c1	x	x	-0.2%	x	-0.4%	i	3.8%	2.1%	-3.6%
CCc1nn(CC(=O)Nc2c(C)cccc2C)c(=O)c2cc3sccc3n12	x	x	-11.1%	x	-1.5%	x	-21.7%	-11.8%	u
CC(=O)Nc1ccc(NCN2C(=O)C3C4CCC(C4)C3C2=O)cc1 (stereo unspecified)	-1.0%	i	1.1%	-1.6	0.3%	i	-1.7%	3.8%	17.8%
COc1ccc(OCC(=O)Nc2ccc(S(=O)(=O)N3CCCCC3)cc2)cc1	-3.4%	i	-0.5%	-1.2	0.0%	i	10.5%	1.0%	0.0%
O=C(NCC(c1ccco1)N1CCc2ccccc21)c1ccccc1F (stereo unspecified)	-5.2%	i	3.8%	-6.1	3.5%	i	10.2%	u	-0.9%
C[C@@H]1CCC2[C@](C)(CO)[C@@H](O)CC[C@]2(C)[C@@]12CCC(CO)(CCO)O2 (stereo partly specified)	0.3%	i	-1.0%	-1.4	-0.8%	i	4.8%	5.0%	2.1%
Cc1nc(NC(=O)CN2CCN(c3ccccc3F)CC2)sc1C(=O)N(C)C	-0.6%	i	6.4%	-3.7	0.2%	i	-9.9%	u	0.2%
COc1ccc(CNC(=O)Cn2cc3c(n2)CCCCC3)cc1	0.4%	i	-3.4%	-0.6	-0.7%	i	-20.2%	-11.3%	-11.5%
COC(=O)/C(=C\C=C\c1ccccc1)NC(=O)c1ccccc1	-10.3%	i	0.5%	-2.9	0.3%	i	0.3%	-4.7%	13.3%
Cc1cc(Oc2ccc(-c3nnc(-c4ccccc4)o3)cc2[N+](=O)[O-])ccc1Cl	1.9%	i	10.0%	1.6	-0.5%	i	-0.6%	7.9%	2.4%
COc1ccccc1C(=O)CC(=O)c1ccccc1	1.9%	i	1.4%	-0.1	u	i	-22.6%	23.8%	-17.4%
Cn1c(SCC(=O)Nc2ccc3c(c2)OCCO3)nnc1-c1ccncc1	-0.8%	i	0.0%	-1.3	6.0%	i	2.8%	4.1%	15.6%
O=C(NCc1ccc(F)cc1)c1cnn2ccccc12	-1.7%	i	u	-0.7	-1.1%	i	-6.4%	u	-2.4%
COc1ccc(N(C)S(=O)(=O)c2cccc(C(=O)OCC(=O)NCc3ccccc3OC)c2)cc1	3.5%	i	-4.3%	-0.7	-0.5%	i	26.8%	-1.1%	-4.4%
COc1ccc(OC)c(S(=O)(=O)N2CCCC(C(=O)NCc3cccnc3)C2)c1 (stereo unspecified)	0.0%	i	-0.3%	1.3	0.0%	i	-13.5%	-25.3%	-3.5%

Source: PubChem BioAssay
